DAGLB inhibitor = diacylglycerol lipase beta (human) inhibition. Q8NCG7. HEK293T DAGLB membrane lysate, EnzChek fluorogenic substrate. inhibition, % at 5.17 µM. 0.059% of 340,000 active. AID 504411; in the data active means inhibition above about 34%;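 further: 0% = enzyme with vehicle and 100% = wells lacking enzyme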
Arr AP2 block = blocks beta-arrestin peptide binding to AP2 adaptin; FITC-arrestin peptide / GST-AP2 beads, flow cytometry; AP2 beta2 appendage carries R879A mutation; 0.31% of 340,000 active; inhibition, % at 10 µM;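 active means inhibition above a set limit, near 3 SD of compounds lacking own fluorescence, cut at about 54% in these data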;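 further: plate controls were DMSO wells for no effect and 5 µM unlabelled arrestin peptide for full effect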
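System: GST-AP2 R879A bound to glutathione beads, E. coli-expressed. Also added: 50 nM FITC-arrestin peptide. Schedule: compound with beads 12 min RT, then probe 1 h RT. Signal: bead flow cytometry, FITC channel. Read-out basis: percent response.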
Cardiac RTF inh = cardiac RTF calcium desensitization | IANBD-labeled cardiac RTF, Ca2+ fluorescence | P19429+P45379 | inhibition, % at 7.15 µM | 0.12% of 340,000 active | AID 493244;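 active means inhibition above the mean inhibition of all tested compounds plus 3 SD, cut at about 17% in these data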;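 further: assay run at fixed EC70 calcium of 1.6 mM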
NSD2 HMT inh = blocks human histone methyltransferase NSD2. O96028. NSD2 peptide methylation, AlphaScreen, 120 min. inhibition, % at 12.5 µM. 0.54% of 310,000 active. AID 743445; in the data active means inhibition above about 50%
CAL PDZ FP-1 = CAL PDZ (human) peptide binding inhibition | Q9HD26 | 0.92% of 300,000 active | purified CAL PDZ, TMR-peptide fluorescence polarization, 1 h | AID 602252 | inhibition, % at 24.9 µM;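 active means mean inhibition of at least 30% with at least half of replicates also reaching 30%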;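 further: 0% = DMSO neutral control and 100% = excess unlabeled competitor peptide PRC23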
CAL PDZ FP-2 = human CAL PDZ-peptide interaction inhibition | purified CAL PDZ, TMR-peptide fluorescence polarization, 1 h | inhibition, % at 20 µM | 0.02% of 330,000 active | AID 504414;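 active means highest replicate inhibition of at least 40%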;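 further: plate controls were DMSO neutral control wells for no effect and unlabeled competitor peptide control wells for full effect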
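Material – purified CerCALP PDZ construct · Detection – FP readout, S and P plane fluorescence · Measure – percent inhibition from loss of millipolarization · Controls – unlabelled peptide for full inhibition, DMSO wells as neutral · Probe or stimulus – TMR-labelled reporter peptide T*-PRC34 bound in PDZ groove · Times – 1 h at RT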
LANA DNA inh = blocks KSHV LANA C-terminal domain binding to DNA; MBP-C-LANA/FAM-LBS DNA binding, fluorescence polarization; inhibition, % at 9 µM; 0.078% of 340,000 active; AID 504423;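 active means highest replicate inhibition at or above 60% at 9 µM, even if other replicates fall short; inactive means all replicates below 60% inhibition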;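 further: 0% = neutral control wells and 100% = 4 µM acridine orange control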
Keap1 Nrf2 FP = inhibitors of human Keap1-Nrf2 protein-protein interaction. Q14145. Keap1 Kelch-Nrf2 peptide fluorescence polarization, 1536-well. inhibition, % at 9.4 µM. 0.15% of 340,000 active. AID 504523; in the data active means inhibition above about 12%;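 further: human Keap1 Kelch domain with fluorescein labeled Nrf2 9mer peptide probe; 0% = neutral control wells and 100% = peptide positive control; higher means more block of Keap1 binding to Nrf2 peptide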
Target sequence (Q14145 whole entry, looked up, the tested form may be a part): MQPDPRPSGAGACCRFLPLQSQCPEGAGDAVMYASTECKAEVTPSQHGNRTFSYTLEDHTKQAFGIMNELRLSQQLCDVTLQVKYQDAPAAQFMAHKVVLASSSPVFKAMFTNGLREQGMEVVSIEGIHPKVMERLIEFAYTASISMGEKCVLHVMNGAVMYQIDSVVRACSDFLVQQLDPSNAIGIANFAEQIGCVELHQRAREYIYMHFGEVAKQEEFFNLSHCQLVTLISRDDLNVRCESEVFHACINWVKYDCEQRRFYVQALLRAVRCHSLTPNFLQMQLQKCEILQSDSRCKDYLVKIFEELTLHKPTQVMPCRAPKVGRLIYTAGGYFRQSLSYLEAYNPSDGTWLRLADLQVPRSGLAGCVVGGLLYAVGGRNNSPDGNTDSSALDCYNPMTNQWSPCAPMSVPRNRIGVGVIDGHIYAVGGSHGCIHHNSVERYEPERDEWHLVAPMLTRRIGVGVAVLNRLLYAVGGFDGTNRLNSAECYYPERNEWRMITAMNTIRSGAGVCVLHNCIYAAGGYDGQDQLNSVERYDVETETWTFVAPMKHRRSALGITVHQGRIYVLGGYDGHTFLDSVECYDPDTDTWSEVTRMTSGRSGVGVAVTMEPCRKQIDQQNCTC
V-ATPase pHluor = yeast V-ATPase proton transport regulation by pHLuorin; S. cerevisiae, pHLuorin cytosolic pH fluorescence; 0.37% of 350,000 active; response, % at 10 µM; in the data active means response mostly above about 7.3%, no sharp cut-off; inactive means mostly below about 5.4%; further: actives read high; inactives centre near 0; some compounds called inactive have numbers as strong as hits
DSG3 Ab inh = human desmoglein-3 autoantibody binding inhibition. P32926. AID 588358. 0.48% of 310,000 active. binding (percent of control), % at 10 µM. DSG3-coupled beads, scFv-anti-DSG3-GFP binding, flow cytometry; active compounds read low;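 active means binding more than 3 SD below its plate's average and above zero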;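 further: hits lower antibody fragment binding to DSG3; some compounds called inactive have numbers as strong as hits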
* hit, by the source's call; / = not tested or not shown. An excerpt, so the mix of outcomes need not match the whole.

SMILES	V-ATPase pHluor	Keap1 Nrf2 FP	DAGLB inhibitor	DSG3 Ab inh	Cardiac RTF inh	LANA DNA inh	NSD2 HMT inh	Arr AP2 block	CAL PDZ FP-1	CAL PDZ FP-2
CCOc1ccc(C2CC(=O)N(Nc3ccc([N+](=O)[O-])cc3[N+](=O)[O-])C2=O)cc1 (stereo not given)	1	-2	2	114	-4	0.0	0	-9	-4	-0.3
O=C(CSc1nnc(-c2cccnc2)o1)NNC(=O)c1ccc(Br)cc1	0	-3	-2	93	0	-0.7	/	-10	-6	-3.3
CSc1cccc(NC(=O)CSc2ccccc2)c1	-1	-5	-3	118	-2	1.6	3	-4	-1	-0.9
CCCCCN(C(=O)CCC(=O)OCc1cc(C(C)=O)ccc1OC)c1c(N)n(CCCC)c(=O)[nH]c1=O	-6	-1	1	100	4	0.3	14	15	-3	-2.1
O=C(Nc1cccc(F)c1)Nc1ccc2c(c1)CCC2	3	-7	-5	93	2	1.5	/	9	-20	-3.5
Cc1nnc(NC(=O)CSc2cn(Cc3ccccc3)c3ccccc23)s1	-1	1	2	-20*	-2	-1.3	/	3	-6	0.8
CCOC(=O)c1cc2cc(OC)ccc2[nH]1	5	-2	-1	/	-5	-2.0	-1	2	-2	-0.5
CC1=NN(c2ccc(C)c(C)c2)C(=O)/C1=C\C=C\c1ccc([N+](=O)[O-])o1	0	3	5	96	5	1.5	3	21	/	0.1
N#CCC(=O)Nc1ccc(C(=O)OC(C(=O)Nc2cc(C(F)(F)F)ccc2Cl)c2ccccc2)cc1 (stereo not given)	1	-3	-3	87	1	2.8	-1	0	-3	-3.1
Cc1ccc(S(=O)(=O)N2CCCC(C(=O)NCCCN3CCCCC3C)C2)cc1 (stereo not given)	1	-3	1	132	-1	4.2	-4	-10	-2	-2.6
CC(C)CCNC(=O)CN(Cc1cccs1)C(=O)CCC(=O)Nc1nccs1	0	3	1	100	-5	-0.1	3	9	-3	1.1
CCOCCCNC(=S)N1CCC(NC(=O)C2CCCCC2)CC1	-1	1	1	100	-4	0.3	-4	11	1	0.5
O=S(=O)(c1ccc(Cl)cc1)N1CCC(c2nc3ccccc3[nH]2)CC1	-2	-2	-2	108	-9	-0.5	-1	6	-1	-2.5
CCC(=O)c1c[nH]c(C(=O)NCC2CCCO2)c1 (stereo not given)	-5	-1	1	103	-1	0.7	-1	-1	10	-0.9
COc1ccc(N(C)S(=O)(=O)c2cccc(C(=O)OC(C(=O)Nc3cc(C)cc(C)c3)c3ccccc3)c2)cc1 (stereo not given)	-4	0	-9	89	-13	0.7	1	6	0	-2.7
O=C(Cn1ncc2c3ccccc3n(Cc3cccc(Cl)c3)c2c1=O)NCC1CCCO1 (stereo not given)	-2	-31	-1	96	-17	-5.9	-1	5	-2	-2.2
O=C(NCC1CCCO1)c1ccc(S(=O)(=O)N2CCCCC2)cc1 (stereo not given)	-3	0	0	91	6	-0.1	0	0	4	-0.5
COCC1CCN(Cc2nc(-c3ccc(OC)cc3)no2)CC1	-2	1	0	123	0	1.1	/	-13	2	-1.9
Cn1cnnc1SCC(=O)Nc1cccc(S(=O)(=O)N2CCCCCC2)c1	-4	-2	0	110	-3	1.5	-3	-3	-3	0.0
COc1ccc(CC(=O)N(C)c2ccccc2)cc1S(=O)(=O)N1CCOCC1	-3	/	3	99	/	/	-7	/	/	/
Clc1ccc(C[n+]2cc(-c3ccccc3)n3c2CCC3)cc1	0	-4	-2	105	-8	-1.2	-1	9	/	-1.3
Nn1c(Cc2cccc3ccccc23)nnc1SCc1c(Cl)cccc1Cl	3	-7	-30	105	14	-1.0	-1	17	-3	-0.8
CC(=O)Oc1ccc2c(C)c(CC(=O)N3CCN(C(=O)C4COc5ccccc5O4)CC3)c(=O)oc2c1C (stereo not given)	1	-6	3	98	-5	-2.3	1	28	-1	-2.2
CCCOC1CCCN(C(=O)c2ccc(OC)c(OC3CCN(C(C)C)CC3)c2)C1 (stereo not given)	2	2	2	93	-4	-2.1	4	-8	-4	0.0
COc1cc(-c2nnn(CC(=O)NC3CCS(=O)(=O)C3)n2)ccc1OCc1ccccc1 (stereo not given)	7	-6	0	101	3	0.3	3	1	5	/
CC1(O)C(=O)c2ccccc2N(c2ccccc2)C1=O (stereo not given)	-4	0	1	68	0	0.7	1	23	-1	-2.6
COCCCn1c(C(=O)NC2CCCCC2C)cc2c(=O)n3cccc(C)c3nc21 (stereo not given)	-2	-2	-1	/	4	1.4	-1	34	0	-1.5
O=C(NCC1CCN(Cc2ccccc2F)CC1)Nc1cc(F)ccc1F	-4	-1	-1	106	-5	-1.6	-1	-7	0	-0.3
CCCCN(CCCNC(=O)C1CCCN(S(=O)(=O)CC)C1)Cc1ccccc1 (stereo not given)	-3	-1	2	123	-13	0.0	-1	-4	-3	0.0
COc1cccc(NC(=O)CN(C)C(=O)c2cccc(S(=O)(=O)N3CCN(c4ccccc4)CC3)c2)c1	-1	-1	2	97	-3	-1.0	-4	4	/	-1.1

A draw from above in order of molecular weight, largest number first.
SMILES	V-ATPase pHluor	Keap1 Nrf2 FP	DAGLB inhibitor	DSG3 Ab inh	Cardiac RTF inh	LANA DNA inh	NSD2 HMT inh	Arr AP2 block	CAL PDZ FP-1	CAL PDZ FP-2
CC(C)CCNC(=O)CN(Cc1cccs1)C(=O)CCC(=O)Nc1nccs1	0	3	1	100	-5	-0.1	3	9	-3	1.1
CCOc1ccc(C2CC(=O)N(Nc3ccc([N+](=O)[O-])cc3[N+](=O)[O-])C2=O)cc1 (stereo not given)	1	-2	2	114	-4	0.0	0	-9	-4	-0.3
CCOCCCNC(=S)N1CCC(NC(=O)C2CCCCC2)CC1	-1	1	1	100	-4	0.3	-4	11	1	0.5

Results in DAGLB inhibitor, for some of the entries so far:
Molecule | DAGLB inhibitor
O=S(=O)(c1ccc(Cl)cc1)N1CCC(c2nc3ccccc3[nH]2)CC1 | -2
CCC(=O)c1c[nH]c(C(=O)NCC2CCCO2)c1 (stereo not given) | 1

Returning to the listing; the 4 compounds before the break are reprinted first.
SMILES	V-ATPase pHluor	Keap1 Nrf2 FP	DAGLB inhibitor	DSG3 Ab inh	Cardiac RTF inh	LANA DNA inh	NSD2 HMT inh	Arr AP2 block	CAL PDZ FP-1	CAL PDZ FP-2
COCCCn1c(C(=O)NC2CCCCC2C)cc2c(=O)n3cccc(C)c3nc21 (stereo not given)	-2	-2	-1	/	4	1.4	-1	34	0	-1.5
O=C(NCC1CCN(Cc2ccccc2F)CC1)Nc1cc(F)ccc1F	-4	-1	-1	106	-5	-1.6	-1	-7	0	-0.3
CCCCN(CCCNC(=O)C1CCCN(S(=O)(=O)CC)C1)Cc1ccccc1 (stereo not given)	-3	-1	2	123	-13	0.0	-1	-4	-3	0.0
COc1cccc(NC(=O)CN(C)C(=O)c2cccc(S(=O)(=O)N3CCN(c4ccccc4)CC3)c2)c1	-1	-1	2	97	-3	-1.0	-4	4	/	-1.1
O=C1COc2ccc(C(=O)NC3CC3)cc2N1	-1	-1	1	/	-2	-0.8	-4	-19	4	12
Cc1ccc(OCC(=O)N(Cc2ccc(N(C)C)cc2)C2CCS(=O)(=O)C2)cc1 (stereo not given)	-3	3	0	/	0	0.0	-1	-2	-1	0.6
CC1=CC(C)(C)n2c(O)c(N=NC(N)=S)c3cc(C)cc1c32	0	-3	5	90	-7	1.9	0	0	3	-0.1
CCC(C)NC(=S)N1CCN(Cc2ccc3c(c2)OCO3)CC1 (stereo not given)	1	1	1	110	-3	-0.4	3	-8	0	-0.1
O=C(c1cccc(S(=O)(=O)N2CCc3ccccc32)c1)N1CCOCC1	1	-6	-1	93	-1	-0.3	-7	29	/	0.4
CCOc1ccc(OCCSc2nc3ccccc3o2)cc1	1	3	-20	107	1	-2.1	-2	-5	-5	0.5
COc1cc(NC(=O)c2ccc(Br)o2)ccc1NC(=O)C(C)C	4	-6	-1	114	-12	-1.0	17	1	-3	0.0
CCc1cc(OCCOCCN(C)C)ccc1Cl	-3	-5	1	127	-25	-1.2	0	10	-2	-2.8
COc1ccc(C(CC(=O)c2ccc(O)cc2)S(=O)(=O)c2ccc(C)cc2)cc1 (stereo not given)	-1	-7	-6	124	-3	-1.6	/	-15	-4	-3.6
COc1cc(Br)c(/C=C/c2ccc3cccc(O)c3n2)cc1OC	2	-2	-3	95	-13	2.5	3	4	0	2.5
CC(C(=O)NC1CCCCC1)N1C(=O)c2cccc3cccc1c23 (stereo not given)	-1	0	-1	104	5	-0.8	-3	6	/	0.0
CCOc1ccc(/C(O)=C2/C(=O)C(=O)N(CCCn3ccnc3)C2c2cccs2)cc1Cl (stereo not given)	-4	-1	1	/	-12	-1.8	3	1	-4	-3.8
CC12CCC(=O)C=C1CCC1C3CC(O)C(O)(C(=O)CO)C3(C)CC(O)C12F (stereo not given)	0	1	0	89	-6	0.7	-1	-9	2	-0.9
O=C(Nc1nnc(C2CCCCC2)s1)c1cccs1	4	4	1	103	-2	-0.6	1	11	-1	-0.2
CN(CC(=O)N1CCCC1)S(=O)(=O)c1cc(Cl)ccc1Cl	1	-3	-1	/	-1	-1.1	-3	3	-2	-1.1
